# KOR beta-arrestin-1 – kappa opioid receptor activators – cell-based, luminescence, uHTS, primary screen (AID 1777) | activation, % at 10 µM; hits with a dose series show EC50 in µM | KOR beta-arrestin recruitment, luminescence; higher % means a stronger effect | 0.02% of 280,000 active; in the data active = activation above about 50%, passing the limit was not always enough; also: a part of the inactive calls stands beside numbers as strong as those of hits
# LYP inhibition – inhibitors of LYP phosphatase, biochemical, fluorescence intensity, uHTS (AID 1779); recombinant LYP phosphatase, fluorescence intensity; higher % means a stronger effect; 0.054% of 290,000 active; inhibition, % at 11.5 µM; hits with a dose series show IC50 in µM;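 also: plate controls were vehicle with enzyme for no effect and no enzyme for full effect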
# KOR beta-arrestin-2 – KOR antagonists, beta-arrestin recruitment, cell-based, luminescence, uHTS (AID 1778); KOR beta-arrestin recruitment, luminescence, antagonist mode; higher % means a stronger effect; 0.091% of 290,000 active; one-dose inhibition, % at 10 µM; IC50 in µM for titrated hits; also: strong numbers were not always called active
# human PMI inhibition – MPI enzyme activity inhibition – biochemical, fluorescence intensity, coupled assay, primary screen (AID 1209); 0.42% of 190,000 active; one-dose inhibition, % at 20 µM; IC50 in µM for titrated hits; purified PMI enzyme, coupled fluorescence intensity; higher % means a stronger effect;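 also: plate controls were DMSO vehicle for no effect and wells lacking substrate for full effect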
# human PMI inhibitors – human PMI inhibitors, high substrate, primary screen, biochemical, fluorescence intensity, high mannose 6-phosphate (AID 1220). 0.66% of 190,000 active. one-dose inhibition, % at 20 µM; IC50 in µM for titrated hits. recombinant PMI enzyme, coupled fluorescence intensity; higher % means a stronger effect
# NOD1 NF-kB reporter – inhibition of NOD1-driven NF-kB reporter – cell-based, luminescence, uHTS, primary screen (AID 1578); NOD1-driven NF-kB luciferase reporter cells, luminescence; higher % means a stronger effect; inhibition, % at 4 µM, or EC50 in µM where a hit was titrated; 1% of 290,000 active; in the data active = inhibition mostly above about 36%, no sharp cut-off; inactive = mostly below about 34%;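 also: HEK-293T reporter cells stimulated with the NOD1 agonist gamma-tri-DAP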
# HEK293 NOD2/NF-kB – inhibition of NOD2-driven NF-kB reporter – cell-based, luminescence, uHTS, HEK293 (AID 1566); HEK293 NOD2/NF-kB luciferase reporter, luminescence; higher % means a stronger effect; inhibition, % at 4 µM, or EC50 in µM where a hit was titrated; 0.63% of 290,000 active; also: many of its hits are not listed in these tables
# XIAP displacement – XIAP antagonists, biochemical, IAP family, fluorescence polarization (AID 1018). 0.007% of 200,000 active. displacement, % at 20 µM; hits with a dose series show IC50 in µM. XIAP BIR domain, fluorescence polarization peptide displacement; higher % means a stronger effect; in the data active = displacement above about 50%; also: a part of the inactive calls stands beside numbers as strong as those of hits
# TNAP activators – human TNAP enzyme activators, primary screen, biochemical, luminescent, no phosphate acceptor, uHTS (AID 1001) | purified TNAP, luminescent activation assay, no phosphate acceptor; higher activation fold means a stronger effect | one-dose activation fold at 20 µM; EC50 in µM for titrated hits | 0.03% of 200,000 active; in the data active = activation fold from about 3, or a potency from the dose series; inactive = the rest, 99 in 100 with activation fold below about 1.6; also: many of its hits are not listed in these tables
# Starred values were filed as active, the others as inactive; / = not tested or not shown; [ ] = another dose, or the depositor's remark. Rule as the data show it, unless noted: active = inhibition above about 50%; inactive = the rest. Not all compounds are listed; rates above refer to the full screens.
1: Cn1c(CSc2ncccn2)nnc1SCC(=O)N1CCCCC1
2: CCOC(=O)/C=C1/N(C)c2ccccc2C1(C)C
3: COc1cc2c(cc1OC)C1=NC(=O)CN1C(SCc1ccccc1C)=N2
4: O=C(NCCOc1ccccc1F)c1cc(F)c(F)cc1Cl
5: COc1ccc(NC(=O)C2C3C=CC(C3)C2C(=O)NCc2ccco2)cc1 (configuration not stated)
6: Cc1cc(N2CCN(c3ccccc3)CC2)nc(N2CCOCC2)n1
7: CCOC(=O)C1(C)NC(c2ccc(OC)cc2OC)C2C(=O)N(CC)C(=O)C21 (configuration not stated)
8: Cc1c(-c2ccco2)[n+](=O)c2c(n1[O-])CCC2
assay / entry	1	2	3	4	5	6	7	8
KOR beta-arrestin-1	5.2%	-3.7%	1.5%	2.9%	-3.2%	5.1%	/	8.6%
LYP inhibition	-5%	-3%	3%	-10%	-9%	-1%	-9%	-4%
KOR beta-arrestin-2	-4%	9%	-17%	-4%	13%	6%	-28%[20 µM]	-7%
human PMI inhibition	4%	/	-11%	23%	11%	/	-3%	1%
human PMI inhibitors	5%	/	-23%	12%	4%	/	-9%	-1%
NOD1 NF-kB reporter	-14%	4%	31%	7%	-5%	1%	-24%	-2%
HEK293 NOD2/NF-kB	-4%	22%	15%	-76%	10%	20%	0%	6%
XIAP displacement	-5.4%	/	-2.5%	-9.5%	-2.4%	/	-2.4%	-5.2%
TNAP activators	1.1	/	1	1.3	1	/	1.1	1.1

9: COc1ccc(OC)c(NC(=O)NCc2cccnc2)c1
10: C/C(=N\NC(=O)c1ccc(C)cc1)c1c(C)[nH]n(-c2ccccc2)c1=O
11: COc1ccc(/C=C(\C#N)C(=O)NC(C)c2ccccc2)cc1O (configuration not stated)
12: COC(=O)CC1COc2ccccc2N1C(=O)c1cc(OC)c(OC)c(OC)c1 (configuration not stated)
13: O=C(COc1ccc(S(=O)(=O)NC2CCCCC2)cc1Cl)Nc1ccc2c(c1)OCO2
14: N#Cc1ccccc1S(=O)(=O)c1ccccc1C(=O)Nc1ccccc1
15: Cc1ccccc1Cc1ccc(Cl)nn1
16: CCOC(=O)c1[nH]c2ccc(F)cc2c1NC(=O)C1=COCCO1
assay / entry	9	10	11	12	13	14	15	16
KOR beta-arrestin-1	2.4%	-2.2%	9.1%	-1.6%	-0.5%	-0.4%	-7.8%	0.5%
LYP inhibition	-14%	-4%	-2%	-14%	10%	-4%	-2%	-4%
KOR beta-arrestin-2	-8%	-61%	-32%	10%	25%	-26%	-3%	-26%
human PMI inhibition	/	/	/	/	13%	-7%	-10%	20%
human PMI inhibitors	/	/	/	/	5%	-3%	-9%	4%
NOD1 NF-kB reporter	-8%	-1%	-1%	11%	1%	-47%	-28%	14%
HEK293 NOD2/NF-kB	13%	5%	3%	21%	-39%	10%	8%	11%
XIAP displacement	/	/	/	/	-5.7%	-1.6%	-3.8%	-9.5%
TNAP activators	/	/	/	/	1.1	1.1	1.2	1.1

# No new results follow: ten of the compounds above.
4: O=C(NCCOc1ccccc1F)c1cc(F)c(F)cc1Cl
5: COc1ccc(NC(=O)C2C3C=CC(C3)C2C(=O)NCc2ccco2)cc1 (configuration not stated)
6: Cc1cc(N2CCN(c3ccccc3)CC2)nc(N2CCOCC2)n1
7: CCOC(=O)C1(C)NC(c2ccc(OC)cc2OC)C2C(=O)N(CC)C(=O)C21 (configuration not stated)
8: Cc1c(-c2ccco2)[n+](=O)c2c(n1[O-])CCC2
9: COc1ccc(OC)c(NC(=O)NCc2cccnc2)c1
10: C/C(=N\NC(=O)c1ccc(C)cc1)c1c(C)[nH]n(-c2ccccc2)c1=O
11: COc1ccc(/C=C(\C#N)C(=O)NC(C)c2ccccc2)cc1O (configuration not stated)
12: COC(=O)CC1COc2ccccc2N1C(=O)c1cc(OC)c(OC)c(OC)c1 (configuration not stated)
13: O=C(COc1ccc(S(=O)(=O)NC2CCCCC2)cc1Cl)Nc1ccc2c(c1)OCO2
assay / entry	4	5	6	7	8	9	10	11	12	13
KOR beta-arrestin-1	2.9%	-3.2%	5.1%	/	8.6%	2.4%	-2.2%	9.1%	-1.6%	-0.5%
LYP inhibition	-10%	-9%	-1%	-9%	-4%	-14%	-4%	-2%	-14%	10%
KOR beta-arrestin-2	-4%	13%	6%	-28%[20 µM]	-7%	-8%	-61%	-32%	10%	25%
human PMI inhibition	23%	11%	/	-3%	1%	/	/	/	/	13%
human PMI inhibitors	12%	4%	/	-9%	-1%	/	/	/	/	5%
NOD1 NF-kB reporter	7%	-5%	1%	-24%	-2%	-8%	-1%	-1%	11%	1%
HEK293 NOD2/NF-kB	-76%	10%	20%	0%	6%	13%	5%	3%	21%	-39%
XIAP displacement	-9.5%	-2.4%	/	-2.4%	-5.2%	/	/	/	/	-5.7%
TNAP activators	1.3	1	/	1.1	1.1	/	/	/	/	1.1

# The list goes on:
17: CC(C)c1nc2n[nH]c(N)c2c2c1CCC2
18: CCN1CCN(C(=O)c2ccc3c(=O)n(CCc4ccccc4)c(=O)[nH]c3c2)CC1
19: COc1ccccc1NS(=O)(=O)c1cc([N+](=O)[O-])ccc1N/N=C/c1c(C)[nH]c2ccccc12
20: COC(=O)c1cc2ccsc2n1CC(=O)N(C)C1CCCCC1
21: CN(C)C(/C=C/Nc1ccc(C#N)cc1)=C(C#N)C#N
22: c1ccc(-c2ccc(Oc3cc(N4CCOCC4)nc(-c4ccccc4)n3)cc2)cc1
23: O=C(/C=C/c1cc[n+](CC(=O)c2ccc3cccc4c3c2CC4)cc1)c1ccc2cccc3c2c1CC3
24: O=C(OCC(=O)N1CCCC1)c1cc(F)c(F)cc1Cl
assay / entry	17	18	19	20	21	22	23	24
KOR beta-arrestin-1	-6.6%	-1.6%	-11%	0.1%	0.3%	4.2%	5.9%	0.2%
LYP inhibition	-4%	-8%	4%	-1%	4%	-5%	-34%	-5%
KOR beta-arrestin-2	2%	-32%	40%	-7%	-7%	-3%	23%	-3%
human PMI inhibition	12%	/	13%	-2%	7%	0%	/	/
human PMI inhibitors	14%	/	6%	-3%	6%	-4%	/	/
NOD1 NF-kB reporter	-2%	-62%	-35%	-7%	-9%	-52%	-1%	-11%
HEK293 NOD2/NF-kB	16%	-10%	-1%	26%	-1%	7%	-5%	-2%
XIAP displacement	-3.5%	/	-1.8%	-6.4%	-4.4%	-0.6%	/	/
TNAP activators	1.1	/	0.8	1	1.1	1.2	/	/

25: COc1cccc(-c2cc(C(=O)Nc3cccnc3)no2)c1
26: COc1ccc(N2Cc3ccccc3C2=O)cc1
27: Cc1ccc(S(=O)(=O)N2CCOC2CNC(=O)C(=O)NCc2cccnc2)cc1 (configuration not stated)
28: CN(C)S(=O)(=O)c1ccc(-c2csc(N/N=C/c3ccc(O)cc3)n2)cc1
29: COc1cc(CNCCO)ccc1OC1CCCC1
30: COc1ccccc1CCNC(=O)C1(C)CC1(Cl)Cl (configuration not stated)
31: O=C(Nc1ccnc(=O)[nH]1)c1sc2ccccc2c1Cl
32: CC(=O)Nc1ccc(N2C(=O)C3C4C=CC(CC4)C3C2=O)cc1 (configuration not stated)
assay / entry	25	26	27	28	29	30	31	32
KOR beta-arrestin-1	-0.7%	-9.7%	1.5%	1.0%	-5.6%	-1.4%	-0.7%	-4.0%
LYP inhibition	-10%	-8%	-7%	4%	-9%	-11%	-5%	-6%
KOR beta-arrestin-2	-72%	-9%[20 µM]	-18%	-36%	8%	-28%	-13%	-10%
human PMI inhibition	8%	/	-2%	/	0%	/	/	/
human PMI inhibitors	4%	/	4%	/	0%	/	/	/
NOD1 NF-kB reporter	-8%	5%	-13%	12%	1%	13%	-8%	-1%
HEK293 NOD2/NF-kB	-117%	-56%	18%	-8%	-3%	7%	-60%	6%
XIAP displacement	-6.2%	/	-4.4%	/	-1.1%	/	/	/
TNAP activators	1.1	/	1.1	/	1.2	/	/	/

33: Cc1cccc(C)c1NC(=O)C(C)N1CCCCC1 (configuration not stated)
34: CC(=O)Nc1ccc(SCC(=O)c2cc(C)n(Cc3cccs3)c2C)cc1
35: O=C(NCCCN=C1NS(=O)(=O)c2ccccc21)c1ccccc1Cl
36: CCN(CC)CCNC(=O)C1(O)c2cc(Br)ccc2NC(=O)N1c1ccc(Cl)cc1 (configuration not stated)
37: COc1ccc2[nH]c(=O)c(C(c3nnnn3C(C)(C)C)N(Cc3ccco3)CC3CCCO3)cc2c1 (configuration not stated)
38: Cc1csc(NC(=O)CSc2nnc(NC(=O)COc3ccc(Cl)cc3)s2)n1
39: Cc1cc(C)cc(-n2nnn(C3C/C(=N/NC(N)=S)C4OCC3O4)c2=S)c1 (configuration not stated)
40: O=C(c1cc(S(=O)(=O)N2CCOCC2)ccc1Cl)N1CCN(c2ccccn2)CC1
assay / entry	33	34	35	36	37	38	39	40
KOR beta-arrestin-1	1.9%	-3.5%	-2.1%	-5.8%	3.4%	6.5%	-3.9%	-0.9%
LYP inhibition	-2%	-8%	-12%	-8%	-5%	-7%	-8%	0%
KOR beta-arrestin-2	1%	11%	-6%	-18%	-28%	-57%	0%	9%
human PMI inhibition	/	0%	/	/	13%	-5%	5%	-3%
human PMI inhibitors	/	-4%	/	/	13%	0%	-1%	2%
NOD1 NF-kB reporter	-2%	/	11%	-8%	4%	21%	-18%	-28%
HEK293 NOD2/NF-kB	5%	/	9%	-2%	6%	-17%	9%	10%
XIAP displacement	/	-2.8%	/	/	-0.4%	-18%	-1.9%	-14%
TNAP activators	/	1.1	/	/	1	1	1.1	1.1

41: CCOC(=O)C1C(=O)CC(C)(O)C(C(=O)OCC)C1c1cccs1 (configuration not stated)
42: O=C(Nc1nnc(Cc2ccccc2F)s1)c1ccccc1Cl
43: C=CCn1c(COc2ccc(Cl)cc2)nnc1SCC(=O)NCC(=O)OCC
44: O=C(Nc1ccccc1)c1nn(-c2ccccc2)c(=O)cc1C(F)(F)F
45: CCC(O)CNC(=O)CCc1nnc(C2(c3ccc(Cl)cc3)CCC2)o1 (configuration not stated)
46: CC(C)(C)NC(=O)c1ccc(NC(=O)C2COc3ccccc3O2)cc1 (configuration not stated)
47: CCOC(=O)N1CCN(C(=O)CSc2nc3c(c(=O)n2-c2ccccc2OC)SCC3)CC1
48: CCOC(=O)CCc1c(C)nc(-n2[nH]c(C)c(CCO)c2=O)[nH]c1=O
49: CCOC(=O)c1cccc(NC(=O)CCS(=O)(=O)c2cccc3nsnc23)c1
50: O=C(NC1CCN(Cc2ccccc2)CC1)C1CCN(S(=O)(=O)c2cccc([N+](=O)[O-])c2)CC1
51: CC(C)CC1NC(C(=O)O)Cc2c1[nH]c1ccccc21 (configuration not stated)
assay / entry	41	42	43	44	45	46	47	48	49	50	51
KOR beta-arrestin-1	-1.9%	-1.9%	0.4%	-1.6%	/	3.6%	1.1%	-5.6%	1.0%	3.3%	-0.9%
LYP inhibition	-6%	-7%	-12%	-8%	-6%	1%	-3%	-10%	-2%	-13%	-10%
KOR beta-arrestin-2	-10%	-80%[20 µM]	-15%	-23%	-24%[20 µM]	-24%	2%	6%	-58%	-73%	-4%
human PMI inhibition	0%	/	-5%	-1%	4%	16%	11%	12%	19%	/	/
human PMI inhibitors	-5%	/	-4%	2%	3%	8%	8%	31%	11%	/	/
NOD1 NF-kB reporter	-11%	-20%	20%	-1%	-11%	/	6%	-21%	10%	0%	-41%
HEK293 NOD2/NF-kB	12%	-1%	-3%	-2%	-4%	-7%	19%	3%	11%	16%	-7%
XIAP displacement	-6.2%	/	-2.0%	-5.2%	-10%	-17%	-4.2%	-5.9%	-16%	/	/
TNAP activators	1	/	1.1	1	1.1	1.1	1	1.3	1.1	/	/
